# HGIII-sPLA2 inh: Blocks human group III sPLA2 activity | Q9NZ20 | QFRET BODIPY PC-A2 liposome hydrolysis, fluorescence | inhibition, % at 12.2 µM | 370,000 tested, 0.56% active | AID 743126;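 active = inhibition above mean plus 3 SD of compounds lying within the high and low control bounds, cut at about 19% in these data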;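 also: 0% = median of test compound wells and 100% = no enzyme DMSO wells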
# ADAM17 inh: inhibits human ADAM17; P78536; recombinant ADAM17, EDANS/DABCYL FRET peptide cleavage; inhibition, % at 6.95 µM; 370,000 tested, 0.83% active;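 active = inhibition above the mean of compounds lying between control limits plus 3 SD, set per campaign, cut at about 8.5% in these data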;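 also: 0% = DMSO-only wells as the low control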
# Target sequence (P78536 215-824 limits assumed): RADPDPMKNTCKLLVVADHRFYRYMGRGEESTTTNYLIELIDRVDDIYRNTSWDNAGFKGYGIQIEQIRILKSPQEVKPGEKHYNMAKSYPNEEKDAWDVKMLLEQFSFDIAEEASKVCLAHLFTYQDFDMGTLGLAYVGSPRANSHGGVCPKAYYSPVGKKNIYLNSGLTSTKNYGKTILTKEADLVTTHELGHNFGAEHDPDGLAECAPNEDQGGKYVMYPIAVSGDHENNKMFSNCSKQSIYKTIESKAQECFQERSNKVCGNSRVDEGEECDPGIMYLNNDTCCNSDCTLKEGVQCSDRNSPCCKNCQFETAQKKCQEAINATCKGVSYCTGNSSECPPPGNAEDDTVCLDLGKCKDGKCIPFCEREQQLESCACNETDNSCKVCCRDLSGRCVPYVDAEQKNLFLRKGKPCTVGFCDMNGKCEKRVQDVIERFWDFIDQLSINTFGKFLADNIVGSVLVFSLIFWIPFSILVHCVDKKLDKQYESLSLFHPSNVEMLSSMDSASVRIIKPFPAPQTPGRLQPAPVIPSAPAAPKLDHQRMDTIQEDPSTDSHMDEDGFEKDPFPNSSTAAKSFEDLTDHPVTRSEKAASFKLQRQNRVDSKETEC
# ssDAF12 agonist: activators of S. stercoralis DAF-12 nuclear receptor. AID 652126. HEK293 ssDAF-12/GRIP1 lit1-tk-luc reporter, luminescence; % of 3 µM dafachronic acid response. 370,000 tested, 1% active. activation, % at 6.8 µM;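 active = activation above the mean over all tested compounds plus 3 SD, cut at about 0.9% in these data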;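 also: 0% = DMSO-only wells and 100% = 3 µM delta7-dafachronic acid wells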
# FXN GAA850 act: increases GAA850 frataxin promoter reporter activity | HEK293 lucGAA850 FXN promoter luciferase reporter, 24 h; percent of 10 µM SAHA response | activation, % at 6 µM | 360,000 tested, 0.56% active | AID 540364;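 active = activation above the average of all compounds screened plus 3 SD, cutoff fixed separately per campaign, cut at about 7.5% in these data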;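 also: 0% = DMSO wells and 100% = 10 µM SAHA wells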
# hcDAF12 agonist: activators of H. contortus DAF-12 nuclear receptor; activation, % at 6.8 µM; AID 652067; HEK293 hcDAF-12 lit1-tk-luc reporter, luminescence; 0% DMSO, 100% Δ7-dafachronic acid; 370,000 tested, 1.4% active;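 active = activation above the mean of all tested compounds plus 3 SD, cut at about 5.5% in these data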;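 also: 100% = response to 3 µM Δ7-dafachronic acid high control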
# DAX1 inh-1: inhibitors of human orphan nuclear receptor DAX1 (NR0B1); P51843; HEK293 Gal4-DAX1 luciferase reporter, luminescence; inhibition, % at 6.75 µM; 340,000 tested, 0.99% active; AID 504766;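 active = inhibition above the mean over all tested compounds plus 3 SD, cut at about 4.2% in these data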;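 also: 0% = DAX1-transfected cells with DMSO and 100% = empty-vector control cells with DMSO; inhibition shows as a rise in luminescence from relieved DAX1 repression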
# Target sequence (P51843 207-470 limits assumed): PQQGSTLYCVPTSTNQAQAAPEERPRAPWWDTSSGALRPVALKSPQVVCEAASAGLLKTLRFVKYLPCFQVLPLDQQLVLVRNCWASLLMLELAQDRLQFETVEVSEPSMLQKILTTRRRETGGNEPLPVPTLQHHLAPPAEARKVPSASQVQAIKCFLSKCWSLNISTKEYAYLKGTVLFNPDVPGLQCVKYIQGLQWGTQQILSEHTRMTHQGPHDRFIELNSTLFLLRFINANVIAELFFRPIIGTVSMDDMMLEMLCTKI
# PLC-beta3 inh: blocks human PLC-beta3 enzyme activity | Q01970 | Purified PLC-beta3, fluorogenic substrate, fluorescence | inhibition, % at 12.2 µM | 370,000 tested, 0.18% active | AID 720704; in the data active = inhibition above about 11%;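 also: 0% = median of compound wells on plate and 100% = full blocker control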
# ADAM10 inh: inhibitors of human ADAM10; recombinant ADAM10, EDANS/DABCYL FRET peptide cleavage, 3 h; inhibition, % at 7 µM; 370,000 tested, 0.62% active;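 active = inhibition above a per-campaign cutoff equal to the mean of compounds falling between control-based bounds plus 3 SD, cut at about 20% in these data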;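 also: 0% = DMSO wells while the 100% control is not disclosed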
# PLC-gamma1 inh: blocks human PLC-gamma1 enzyme activity | purified PLC-gamma1, fluorogenic substrate, fluorescence | inhibition, % at 12.2 µM | 370,000 tested, 0.84% active | AID 720700; in the data active = inhibition above about 9.5%
# DAX1 inh-2: blocks DAX1 repression of SF-1 activated StAR promoter | HEK293T StAR-luciferase reporter, SF-1/DAX-1 repression relief | inhibition, % at 6.8 µM | 370,000 tested, 1.1% active | AID 652010;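 active = inhibition above the mean over all tested compounds plus 3 SD, cut at about 3.6% in these data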;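 also: 0% = DAX-1 cells with DMSO and 100% = cells lacking DAX-1 with DMSO; higher inhibition means more luminescence from relief of DAX-1 repression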
# hgDAF12 agonist: agonists of H. glycines DAF-12 nuclear receptor. activation, % at 6.8 µM. 370,000 tested, 1.8% active. AID 687014. HEK293 GAL4-hgDAF12 UAS-luciferase reporter, agonist luminescence; normalized to butyrate control;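 active = activation above a cutoff set at the mean of all screened compounds plus 3 SD, cut at about 10% in these data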;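 also: 0% = DMSO wells and 100% = sodium butyrate wells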
# An asterisk follows results filed as active; . = not tested or not shown.
SMILES,HGIII-sPLA2 inh,ADAM17 inh,ssDAF12 agonist,FXN GAA850 act,hcDAF12 agonist,DAX1 inh-1,PLC-beta3 inh,ADAM10 inh,PLC-gamma1 inh,DAX1 inh-2,hgDAF12 agonist
O=C(Cn1ccc2ccccc2c1=O)NCCC(=O)N1CCN(c2cccc(Cl)c2)CC1,-6,1,-0.5,-0.6,-1.5,-2.1,3,1,3,-1.2,-0.3
O=C(Nc1c(Cl)cc2c(c1Cl)Cc1cc([N+](=O)[O-])ccc1-2)C(Cl)Cl,-9,0,-0.9,2.3,-0.3,0.5,-10,2,2,-2.1,3.8
COc1ccc(CCNC(=O)C(=O)NCC2OCCN2C(=O)c2ccc(Cl)cc2)cc1OC (configuration not stated),-8,0,-1.4,1.3,-1.4,0.1,-4,3,5,1.0,-2.0
Cn1cc(Br)c(C(=O)NNC(=O)c2ccc(Br)cc2)n1,1,-1,-0.8,7.1,-0.2,0.8,0,-2,3,1.8,14*
Cc1nc2nc(SCC(=O)c3ccc([N+](=O)[O-])cc3)[nH]c2cc1Br,-5,-2,-1.0,2.5,-3.3,-1.2,0,-6,-1,-0.1,-0.6
Cc1ccc2cc(C#N)c(N3CCCN(S(=O)(=O)c4ccccc4)CC3)nc2c1C,-6,-13,-0.9,-0.3,-0.1,-0.9,-28,-27,-20,-0.3,-0.2
O=C(CNC(=O)c1cccs1)Nc1ccc(N2CCOCC2)cc1,8,-8,-0.8,-0.9,0.0,1.0,-3,-7,-1,1.1,2.5
COCC(=O)N1CCCN(c2nc3c(C)cccc3cc2C#N)CC1,-9,-57,-1.6,2.1,-1.0,-0.7,-111,-177,-91,-1.2,-1.1
CCC1Oc2ccc(C)cc2N(CC(=O)NCCc2ccc(OC)c(OC)c2)C1=O (configuration not stated),4,0,-1.5,2.0,-1.1,-0.7,8,1,2,-1.3,-0.1
CCc1ccc(CNC(=O)CCc2nc(-c3cccs3)no2)cc1,-3,-1,-0.8,-1.1,0.6,-0.4,-6,-14,2,-0.9,1.8
CO[C@@H]1CN(C)C(=O)c2cc(NC(=O)Nc3cc(F)ccc3F)ccc2OC[C@H](C)N(C(=O)c2cnccn2)C[C@@H]1C,-9,-3,0.9,.,-0.7,.,-1,0,0,-0.5,1.1
CCN(c1ccccc1)S(=O)(=O)c1ccc(Cl)c(C(=O)NC2CCN(Cc3ccccc3)CC2)c1,-14,-6,-1.9,-5.2,-4.3,-4.0,-17,-5,-8,-5.9,-6.0
CCOC(=O)c1cc(CC)sc1NC(=O)CN1CCN(C(=O)C2CCCO2)CC1 (configuration not stated),-5,-4,-1.5,0.9,-3.5,-1.0,-9,2,2,-1.4,-0.3
CN1C(=O)NC(c2ccccc2[N+](=O)[O-])C2=C1CCCC2=O (configuration not stated),-15,-7,-1.5,2.4,-0.6,-0.3,-57,-18,-31,-0.2,1.6
CC(=O)c1cccc(NC(=O)CCS(=O)(=O)c2cc3c(cc2C)NC(=O)CO3)c1,-4,1,-1.3,1.1,-0.7,0.0,-5,4,3,0.1,0.4
COc1ccc(-n2c(=S)[nH]c3cc(C(=O)NCCCN4CCOCC4)ccc3c2=O)cc1,9,1,-1.2,-0.6,-1.1,-0.3,3,2,0,0.1,-1.1
NC(c1ccccc1)c1csc(NC(=O)Nc2ccccc2Oc2ccccc2)n1 (configuration not stated),16,2,-0.2,-0.6,-1.1,.,2,7,6,1.7,1.6
COc1cc(/C=C2\C(=N)N3N=C(C)SC3=NC2=O)cc(Cl)c1OCCOc1ccc(NC(C)=O)cc1,-4,-20,-0.8,-0.1,-1.8,1.7,-24,-61,-11,-0.2,-1.6
CCCC[n+]1c(C)sc2cc(OC)ccc21,-3,1,-1.1,2.0,1.1,2.1,2,5,0,0.7,2.3
CCN(CC)CCn1c(=S)[nH]c2cc3c(cc2c1=O)OCO3,2,-2,-0.8,-0.7,0.1,-0.2,4,-7,6,0.3,1.6
Cc1ccc(C(=O)NNc2nc3ccccc3nc2C(F)(F)F)cc1,6,3,-1.4,-0.8,-1.4,-0.5,-2,-1,-4,0.2,-0.6
CCN(CC(=O)NCc1ccc(F)cc1)C(=O)c1ccc(COc2ccccc2)cc1,-13,1,-0.8,2.6,-1.6,0.8,-8,3,1,-0.2,2.2
C[C@H](CO)N1C[C@H](C)[C@@H](CN(C)Cc2ccc3c(c2)OCO3)Oc2ccc(NC(=O)Cn3cnnn3)cc2C1=O,-10,2,-1.0,3.3,0.0,0.4,-4,3,-3,-0.3,-2.3
COCCN(C(=S)Nc1ccc(C)cc1C)C(C)c1ccco1 (configuration not stated),2,-2,-1.6,0.9,-0.2,-1.0,-4,3,2,0.0,-0.7
O=C(OCCCN1CCOCC1)c1ccc(O)c(O)c1,15,-4,-1.4,3.6,-0.3,1.0,-9,0,-1,1.0,0.6
Cc1noc(C)c1NC(=O)N(C)C[C@H]1OCc2cn(nn2)CCCC(=O)N([C@@H](C)CO)C[C@@H]1C,5,-2,-1.0,-0.4,0.7,2.5,0,-1,0,0.6,5.8
CC(C)NC(=O)Cn1cnc2c1c(=O)n(C)c(=O)n2C,5,0,-1.1,0.2,-1.2,0.9,3,6,1,0.1,1.1
Fc1ccc(Cn2nnc(-c3ccc(CN4CCOCC4)cc3)n2)cc1,-1,0,-1.3,2.5,-2.2,0.1,-1,-5,7,-0.3,-2.4
COc1ccc(OC)c(-n2c(-c3cc(-c4ccco4)[nH]n3)n[nH]c2=S)c1,3,-1,-1.9,-0.3,-2.0,-0.5,-6,2,-4,1.1,-1.8
C=CCN1C(=O)C(CC(=O)Nc2ccccc2)S/C1=N/c1nccs1 (configuration not stated),-21,-1,0.0,1.8,-0.9,-0.7,-5,3,-1,-0.1,2.3
COc1ccc(S(=O)(=O)N(C)CC(=O)NCc2cccnc2)cc1,5,4,-1.2,0.5,-0.4,0.1,5,7,7,-0.1,-1.8
CCOC(=O)C(NCc1ccc(F)cc1)(NC(=O)c1ccccc1)C(F)(F)F (configuration not stated),6,1,-1.3,-0.1,0.1,0.8,1,2,0,1.4,1.1
Cc1cccc(NC(=O)C[C@H]2CC[C@H]3[C@@H](COc4ccc(NC(=O)Nc5ccccc5)cc4C(=O)N3C)O2)c1,-23,-3,-1.8,.,-0.3,.,1,6,4,0.0,-1.8
Nc1[nH]c(C(=O)c2ccc(Br)cc2)c(-c2ccccc2Cl)c1C(=O)NCCc1c[nH]c2ccccc12,-27,3,-0.6,.,0.4,.,-35,-7,-28,0.4,-1.5
O=C(Nc1cccc2nsnc12)c1ccc(F)cc1,1,-8,-0.1,0.9,4.1,2.1,-247,-17,-197,1.1,8.2
Cc1ccc(C)n1-c1ccc(C#N)cn1,3,-34,-1.7,1.9,0.0,-1.1,-40,-78,-29,-0.3,1.9
COc1ccc(S(=O)(=O)N(CC(=O)NCc2ccncc2)c2ccc(C)cc2)cc1Br,-18,3,-0.9,0.5,0.0,-1.2,-4,-4,-1,0.3,0.2
CCN(CC(=O)Nc1c(F)cccc1F)C(=O)CNC(=O)COc1ccccc1,2,-1,-0.8,-2.1,-0.3,-0.1,-3,-3,1,0.6,1.0
Cc1nc2c(cc1NC(=O)C(C)(C)C)nc(C)n2Cc1ccccc1,-1,0,-0.9,0.1,1.2,0.4,-5,3,0,0.2,0.4
CCCCN(C(=O)c1cccc(S(=O)(=O)N2CCCCC2)c1)C1CCS(=O)(=O)C1 (configuration not stated),-2,-2,-0.6,0.5,2.6,-0.3,-1,5,3,-0.2,-1.9

# Grouped by structure, the entries above with a thiophene ring, fused or not.
SMILES,HGIII-sPLA2 inh,ADAM17 inh,ssDAF12 agonist,FXN GAA850 act,hcDAF12 agonist,DAX1 inh-1,PLC-beta3 inh,ADAM10 inh,PLC-gamma1 inh,DAX1 inh-2,hgDAF12 agonist
O=C(CNC(=O)c1cccs1)Nc1ccc(N2CCOCC2)cc1,8,-8,-0.8,-0.9,0.0,1.0,-3,-7,-1,1.1,2.5
CCc1ccc(CNC(=O)CCc2nc(-c3cccs3)no2)cc1,-3,-1,-0.8,-1.1,0.6,-0.4,-6,-14,2,-0.9,1.8
CCOC(=O)c1cc(CC)sc1NC(=O)CN1CCN(C(=O)C2CCCO2)CC1 (configuration not stated),-5,-4,-1.5,0.9,-3.5,-1.0,-9,2,2,-1.4,-0.3

# Further entries follow.
SMILES,HGIII-sPLA2 inh,ADAM17 inh,ssDAF12 agonist,FXN GAA850 act,hcDAF12 agonist,DAX1 inh-1,PLC-beta3 inh,ADAM10 inh,PLC-gamma1 inh,DAX1 inh-2,hgDAF12 agonist
Cn1c(CSCc2ccc(Cl)cc2)nnc1SCC(=O)Nc1nccs1,3,-1,-0.9,-1.9,-0.4,-2.5,4,8,2,0.7,-2.6
CN(Cc1nc2ccccc2c(=O)[nH]1)CC(O)COCc1ccco1 (configuration not stated),5,-1,-0.3,1.9,0.2,-0.9,-2,4,1,-0.5,-0.2
COc1ccc(C)cc1S(=O)(=O)Nc1cc2c3c(c1)C(C)C(=O)N3CCC2 (configuration not stated),-17,-2,-0.5,3.9,2.0,0.9,-1,-3,-4,-0.4,6.4
Cc1c(NC(=O)C(C)N(c2ccccc2)S(C)(=O)=O)c(=O)n(-c2ccccc2)n1C (configuration not stated),5,-1,0.0,3.0,-0.4,-0.3,0,4,6,0.2,-1.5
Cc1c(NC(=O)CCCCCN2C(=O)C3C4C=CC(C4)C3C2=O)c(=O)n(-c2ccccc2)n1C (configuration not stated),5,-2,0.3,0.3,0.8,1.1,3,-10,1,-0.6,1.4
Cc1c(C(=O)N2CCN(S(=O)(=O)c3cccs3)CC2)oc2ccc(F)cc12,3,-3,-0.9,-2.2,-0.1,0.6,-4,-7,2,0.8,-0.4
COc1ccc2cc(CCNC(=O)CCc3ccccc3)c(=O)[nH]c2c1,-2,-10,-1.5,0.8,-3.1,0.7,-8,-27,0,0.0,0.4
O=c1c(N=Nc2ccccc2)c[nH]n1-c1ccccc1,7,-8,0.2,0.5,3.4,2.2,0,-6,4,2.3,9.6
COc1ccc(/C=C(\NC(=O)c2ccccc2)C(=O)N2CCN(C)CC2)cc1,3,-2,-0.6,1.0,-2.3,-0.3,-8,1,-2,0.0,-0.2
O=C(NCc1ccccc1)Nc1cccn(Cc2c(F)cccc2Cl)c1=O,-7,0,-1.6,1.0,-2.1,0.4,-2,-2,1,-0.7,-3.4
O=C(CCCCCCCC(=O)N1CCCCC1)N1CCCCC1,-3,-3,-1.4,-0.8,0.1,-0.1,4,-8,-2,-0.6,1.1
